HCV inh = inhibitors of hepatitis C virus infection. Huh7.5.1 HCVcc-Cre infection, luciferase reporter, 44 h. Potency, µM (titrated, usually from 41.8 µM), for the others: at the highest dose activity change, negative = inhibition, usual class: inhibitors. 340,000 tested, 3.4% active. AID 651820; also: potency is read from the fitted curve at half-maximal effect; % is scaled to controls: 0 for no effect and ±100 for the full control effect
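Infectious HCVcc-Cre (~0.5 moi) was added to cells just after compound, with cells seeded 4 h earlier at 1,000 per well. Luciferase activity after 44 h culture reported infection; substrate was incubated 15 min at room temperature before reading.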
Tb PYK inh = inhibitors of Trypanosoma brucei pyruvate kinase; TbPYK enzyme, Kinase-Glo Plus ATP luminescence, 45 min; Potency, µM (highest dose often 76.8 µM), for inactives: at the highest dose activity, negative = inhibition, most hits filed as inhibitors; 410,000 tested, 0.12% active; also: potency is read from the fitted curve at half-maximal effect; % is scaled to controls: 0 for no effect and ±100 for the full control effect; nearly all actives have a fitted effect of over 50% in size
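Quantitative HTS: titrated library compounds versus trypanosomal pyruvate kinase in TEA buffer (pH 7.2) containing KCl, MgCl2, BSA and Tween-20. Reactions were initiated with ADP, 130 uM final. Kinase-Glo Plus luminescence was read after 45 min at RT.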
Pf growth 96h = P. falciparum growth inhibition at 96 hours; Potency, µM (highest dose often 28.7 µM), inactives show at the top dose activity change, negative = inhibition, hits mostly inhibitors; P. falciparum luciferase reporter growth, 96 h; 320,000 tested, 6.9% active; also: potency is read from the fitted curve at half-maximal effect; % is scaled to controls: 0 for no effect and ±100 for the full control effect
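Readout is luminescence from an integrated firefly luciferase in P. falciparum. Red cells, 2% hematocrit and 0.05% parasitemia final, were cultured with compound through two parasite generations (96 hours) at 37 C, 5% CO2.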
Cycloheximide cs = affects cycloheximide protein synthesis inhibition readout, counter-screen; cell reporter, cycloheximide protein synthesis inhibition counterscreen; max response, %; 300,000 tested, 12% active; in the data active = max response mostly above about 13%, no sharp cut-off; inactive = mostly below about 14%; also: read at 38.3 µM for the half of the compounds with a filed dose; 0% is about no effect
Shiga toxin inh = inhibitors of Shiga toxin in Vero cells | 290,000 tested, 9.2% active | inhibition, % at 38.7 µM | AID 2315 | Vero cells, Shiga toxin protein synthesis inhibition reporter; in the data active = inhibition mostly above about 28%, no sharp cut-off; inactive = mostly below about 43%; also: 0% is about no effect
LmPK inh = LmPK (Leishmania mexicana) enzyme inhibition; purified LmPK, Kinase-Glo ATP luminescence, 1 h; 290,000 tested, 0.37% active; Q27686; Potency, µM (doses to about 57.5 µM), for inactives: top-dose activity change, negative = inhibition, actives largely listed as inhibitors; also: potency is read from the fitted curve at half-maximal effect; % is scaled to controls: 0 for no effect and ±100 for the full control effect
Target sequence (Q27686 whole entry, looked up): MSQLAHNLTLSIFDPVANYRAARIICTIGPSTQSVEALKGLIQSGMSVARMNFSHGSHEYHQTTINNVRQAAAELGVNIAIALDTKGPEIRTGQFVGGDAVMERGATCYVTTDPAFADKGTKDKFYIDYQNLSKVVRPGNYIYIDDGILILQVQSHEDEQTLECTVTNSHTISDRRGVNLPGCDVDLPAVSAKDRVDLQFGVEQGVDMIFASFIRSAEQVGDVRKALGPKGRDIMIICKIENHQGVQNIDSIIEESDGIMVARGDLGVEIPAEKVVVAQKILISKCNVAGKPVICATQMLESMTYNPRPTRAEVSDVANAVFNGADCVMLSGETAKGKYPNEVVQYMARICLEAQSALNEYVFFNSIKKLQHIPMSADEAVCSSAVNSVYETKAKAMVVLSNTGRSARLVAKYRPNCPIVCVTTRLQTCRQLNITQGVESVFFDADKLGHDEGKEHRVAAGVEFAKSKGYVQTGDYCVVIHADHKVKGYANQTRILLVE
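qHTS format; LmPK 0.1 nM; substrates PEP 0.5 mM and ADP 0.1 mM. One-hour room-temperature incubation, then coupled luciferase luminescence; 0.5 nM enzyme wells mark activation.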
Pf growth 48h = P. falciparum growth inhibition at 48 hours (one generation) | AID 504832 | Potency, µM (top dose mostly 28.7 µM), for inactives: at the highest dose activity change, negative = inhibition, most hits filed as inhibitors | 310,000 tested, 5.9% active | P. falciparum luciferase growth in erythrocytes, 48 h; also: potency is read from the fitted curve at half-maximal effect; % is scaled to controls: 0 for no effect and ±100 for the full control effect
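Firefly luciferase activity from engineered P. falciparum reports growth; inhibitors lower the luminescent signal. Cultures contained 2% hematocrit erythrocytes at 0.1% final parasitemia.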
* hit, by the source's call; ? = inconclusive; · = no result given; [ ] = remark or other dose. Unless noted, calls follow the shape of the dose curve; as a rule, active = well fitted curve in the direction sought with a large enough effect; inconclusive = small, poorly fitted or top-dose-only effect, or another doubt; inactive = no such curve, though single readings can be large; an effect the other way counts as inactive or inconclusive.

Start of the data: the first 3 compounds as a preview:
SMILES | HCV inh | Tb PYK inh | Pf growth 96h | Cycloheximide cs | Shiga toxin inh | LmPK inh | Pf growth 48h
O=C(Nc1nc2ccccc2n1Cc1ccc(Cl)cc1)c1ccco1 | -15% | 6% | -20% | 3 | 14 | 7% | 12µM*
O=C(CSc1nc2ccccc2c(=O)n1-c1ccccc1F)NC1CCS(=O)(=O)C1 (stereo unspecified) | -3% | 3% | 19% | · | · | · | 16%
Cc1ccc(NC(=O)c2ccco2)cc1C | -7% | ? | 13% | 37* | 84* | ? | 226%[activator]

The list itself, repeating the preview:
SMILES | HCV inh | Tb PYK inh | Pf growth 96h | Cycloheximide cs | Shiga toxin inh | LmPK inh | Pf growth 48h
O=C(Nc1nc2ccccc2n1Cc1ccc(Cl)cc1)c1ccco1 | -15% | 6% | -20% | 3 | 14 | 7% | 12µM*
O=C(CSc1nc2ccccc2c(=O)n1-c1ccccc1F)NC1CCS(=O)(=O)C1 (stereo unspecified) | -3% | 3% | 19% | · | · | · | 16%
Cc1ccc(NC(=O)c2ccco2)cc1C | -7% | ? | 13% | 37* | 84* | ? | 226%[activator]
O=C(CCl)Nc1cc2[nH]c(=O)[nH]c2cc1Br | 6.3µM* | 1% | 7.4µM* | 6 | -3 | 10% | 2.3µM*
CCOc1cccc2cc(C(=O)NCc3ccc(C)cc3)c(=N)oc12 | 14% | 0% | -18% | 9 | -11 | -4% | -1%
CC(Sc1nnc(COc2ccc(Cl)cc2)n1Cc1ccco1)C(=O)N1CCNC1=O (stereo unspecified) | -1% | -4% | 8.3µM* | · | · | · | ?
COc1nccnc1NS(=O)(=O)c1ccc(NC(=O)c2ccccc2Br)cc1 | 36%[activator] | 3% | ? | -4 | -7 | -1% | 45%[activator]
S=c1nccc(-c2ccc3c(c2)CCO3)[nH]1 | -3% | -17% | -9% | -3 | -7 | 1% | 24%
COc1ccc(C2=CC3=C(Br)C(=O)C(C)(O)C(=O)C3=CO2)cc1 (stereo unspecified) | 12% | -15% | 29% | -1 | -7 | ? | 39%[activator]
COc1ccc(C(=O)OC2CC3CCC(C2)[N+]3(C)[O-])cc1OC (stereo unspecified) | 9% | -2% | ? | 2 | 18 | -1% | 32%[activator]
CC(C)CC(=O)Nc1ccc(C(=O)CN2C(=O)NC3(CCOc4ccccc43)C2=O)cc1 (stereo unspecified) | 4% | 4% | -5% | · | · | · | ?
O=C(CN1CCN(Cc2ccccc2)CC1)N1CCCCCC1 | 20% | -2% | -22% | -2 | -8 | -1% | -14%
O=C(CN(C(=O)c1ccco1)c1cccc(F)c1)NCc1ccc(F)cc1 | -4% | -4% | 90%[activator] | -2 | -9 | -1% | -1%
COc1ccc2nc(SCC(=O)NC3CC3)c(C#N)cc2c1 | -15% | -1% | ? | 6 | 20 | 1% | 14%
N#Cc1ccccc1OCC(=O)NC(=O)NCc1ccccc1 | 13% | -2% | -29% | 8 | 21 | -2% | 0%
Cc1cc(C(C)(C)C)c(OC(=O)[C@@H]2OC(c3ccccc3)=C[C@H]2c2ccccc2)c(C(C)(C)C)c1 | 10% | 0% | ? | · | · | · | 5.2µM*
COc1ccc(CN(C)C(=O)c2cc(S(=O)(=O)N3CCCCCC3)ccc2OC)cc1OC | -17% | -6% | ? | -6 | -25 | -6% | ?
CCOCCCNC(=O)CCc1nnc2n(CCC(C)C)c(=O)c3ccccc3n12 | 7% | 9% | ? | -2 | -5 | 6% | ?
CCN(CC)CCCNc1nc(C)cc(COC)c1C#N | -1% | 2% | -1% | 11 | -5 | -6% | -13%
OC(CN1CCN(c2ccc(F)cc2)CC1)c1ccc(Cl)cc1 (stereo unspecified) | -6% | -6% | 13µM* | -2 | -7 | -3% | ·
CCOC(=O)N1CCN(C(=O)C2CCN(S(=O)(=O)c3cc(C)ccc3OC)CC2)CC1 | 6% | -1% | 0% | -3 | -12 | 0% | -1%[5.75 µM]
CCN(CC)S(=O)(=O)c1ccc2[nH]c(=O)cc(C(=O)NCC3CCCO3)c2c1 (stereo unspecified) | 6% | 5% | 21% | · | · | · | ?
COc1ccc(-c2nnc(SCc3nc4ccccc4s3)n2C(C)C)cc1 | ? | -14% | · | 28* | 86* | -10% | ?
COc1ccc(CC(=O)NCCN2CCOCC2)cc1 | 7% | -3% | 4% | 6 | -6 | 3% | ·
CN(O)/C=N/C(=S)Nc1ccc(Cl)cc1Cl | -4% | -13% | 10% | 9 | 14 | -2% | -3%

Profiles as entered above. Order of screens: HCV inh, Tb PYK inh, Pf growth 96h, Cycloheximide cs, Shiga toxin inh, LmPK inh, Pf growth 48h
CCOC(=O)N1CCN(C(=O)C2CCN(S(=O)(=O)c3cc(C)ccc3OC)CC2)CC1 reads 6%, -1%, 0%, -3, -12, 0%, -1%[5.75 µM]
Cc1cc(C(C)(C)C)c(OC(=O)[C@@H]2OC(c3ccccc3)=C[C@H]2c2ccccc2)c(C(C)(C)C)c1 reads 10%, 0%, ?, ·, ·, ·, 5.2µM*

Later entries.
SMILES | HCV inh | Tb PYK inh | Pf growth 96h | Cycloheximide cs | Shiga toxin inh | LmPK inh | Pf growth 48h
COc1cccc([C@@H]2CC=C(C(=O)O)[C@H](c3ccc(Cl)cc3)N2S(=O)(=O)c2ccc(C)cc2)c1 | 20% | -4% | 9.3µM* | · | · | · | ?
Cc1cc(C)n(-c2nnc(C)n2/N=C/c2ccccc2O)n1 | -1% | -1% | · | -7 | -18 | 1% | 7%
CC(C)CCn1c(=O)c2c(nc3n2CCCN3Cc2ccccc2)n(C)c1=O | 11µM* | 2% | 6.6µM* | -2 | -12 | -1% | 9.3µM*
Cc1cc2cc(C)c3nnc(SCC(=O)Nc4ccc(S(=O)(=O)N5CCCCC5C)cc4)n3c2cc1C (stereo unspecified) | ? | -6% | 18% | -2 | -5 | 1% | ?
CCCCn1c(-c2csc(CCC)c2)n[nH]c1=S | -5% | ? | 75%[activator] | -1 | -8 | 22µM* | 72%[activator]
COc1cc(NS(=O)(=O)c2ccc(NC(=O)c3ccc([N+](=O)[O-])cc3)cc2)ncn1 | · | -4% | -2% | -2 | -3 | 6% | -4%
COc1ccc(OC2CCN(S(=O)(=O)c3ccccc3)CC2)cc1 | -12% | -4% | 181%[activator] | 6 | 24 | -2% | -12%
CN1CCCC(OC(=O)c2ccc3c(c2)OCCO3)C1 (stereo unspecified) | 11% | 3% | · | 13* | 21 | -2% | 45%[activator]
CC(C)CN(C(=O)c1ccc2c(c1)OCCO2)c1c(N)n(Cc2ccccc2)c(=O)[nH]c1=O | 24% | 2% | -1% | · | · | · | ?
CCC(O)C1CCN(Cc2cn(-c3ccc(OC)cc3)nc2-c2cccc(F)c2)CC1 (stereo unspecified) | -3% | -4% | ? | 11* | 51 | 3% | ?
O=C1CN(C(=O)c2ccc(Cl)nc2)c2ccccc2N1 | -9% | -8% | 67%[activator] | -8 | -14 | -3% | ?
COc1ccc(/C=C2/SC(=O)N(CCNC(=O)CC(NC(C)=O)c3ccccc3)C2=O)cc1 (stereo unspecified) | -2% | -8% | ? | 21* | 29 | -4% | 40%[activator]
O=C(Nc1ccccc1)c1ccccc1OS(=O)(=O)c1ccccc1 | -8% | -1% | ? | 2 | 2 | -7% | 16%
O=C(CCN1C(=O)/C(=C/c2ccc(Cl)cc2)SC1=S)Nc1cccnc1 | 12% | 5% | ? | -6 | -12 | 0% | 18%
O=c1[nH]c(=S)n(CCC2=CCCCC2)c(O)c1C=NC1CCN(Cc2ccccc2)CC1 | ? | -7% | ? | -2 | -2 | 3% | 32%[activator]
COc1ccc(CCNC(C(=O)Nc2cc(C)cc(C)c2)c2ccccc2)cc1 (stereo unspecified) | ? | -8% | ? | 9 | -19 | 0% | ?
NS(=O)(=O)c1ccc(NC(=S)NC(=O)/C=C/c2cccs2)cc1 | 5% | 1% | 18% | -1 | -11 | -7% | 16%
COc1ccccc1NC(=O)C(C)Sc1nnc2ccccn12 (stereo unspecified) | 6% | 4% | 6% | · | · | · | -26%
O=S(=O)(c1cccc(-c2csc(-c3cccnc3)n2)c1)N1CCOCC1 | ? | 3% | ? | 2 | 22 | 6% | ?
Cc1cc(CC(=O)O)c(C)n1-c1ccc(Cl)cc1 | · | 0% | 11µM* | · | · | · | ?
Cc1cc(OCC(=O)NC(Cc2c[nH]c3ccc(O)cc23)C(=O)O)c2c(C)c(C)c(=O)oc2c1 (stereo unspecified) | 7% | 2% | -12% | 1 | -4 | 5% | 19%
COc1ccc(NC(=O)CN(C)C(=O)c2cccc(S(=O)(=O)N3CCCc4ccccc43)c2)cc1 | ? | -8% | ? | · | · | · | 13µM*
CCOc1ccc(NC(=O)CSc2nc3[nH]ncc3c(=O)[nH]2)cc1 | 10% | 0% | -4% | · | · | · | ?
COc1cc(S(=O)(=O)N2CCN(Cc3cccs3)CC2)ccc1NC(C)=O | 7% | -6% | -17% | · | · | · | -18%
CCOC(=O)c1snc(-c2ccc(F)cc2)c1N | 2% | 5% | · | 35* | 103* | 13% | 73%[activator]
More results.
SMILES | HCV inh | Tb PYK inh | Pf growth 96h | Cycloheximide cs | Shiga toxin inh | LmPK inh | Pf growth 48h
CCCOc1ccccc1N/C(=N/c1nc(C)cc(C)n1)NC(=O)Nc1ccc(Cl)cc1 | ? | 2% | 28% | 7 | 25 | 2% | 13µM*
FC(F)(F)c1nc2ccccc2n1CCNc1nc(CN2CCCCC2)cs1 | -68% | 1% | 79%[activator] | -3 | -2 | 0% | 51%[activator]
CN1CCN(S(=O)(=O)c2cccc(C(=O)NCc3ccccc3Cl)c2)CC1 | -5% | -4% | ? | 12 | -10 | 3%[11.5 µM] | 6%
CCNS(=O)(=O)c1ccc(NS(=O)(=O)c2cc(C)ccc2C)cc1 | 13% | -3% | · | 7 | 2 | 0% | 3%
CCc1nc(SCC(=O)N2CCCC2)c2ccccc2n1 | ? | 1% | -26% | -4 | -17 | -1% | ?
Cc1noc(NS(=O)(=O)c2ccc(NC(=O)C(CC(C)C)N3C(=O)c4ccccc4C3=O)cc2)c1C (stereo unspecified) | 24% | 3% | 32%[activator] | -2 | 25 | 9% | 7%
Cc1nn(C(C)C(=O)N2CCc3ccccc32)c(C)c1[N+](=O)[O-] (stereo unspecified) | -29% | 3% | 5.2µM* | -3 | -22 | 3% | ?
C=CCn1c(Oc2ccccc2F)nc2c1c(=O)n(C)c(=O)n2C | -12% | 2% | 42%[activator] | -4 | -20 | -1% | 0%
O=C(O)Cc1ccc2c(c1)N(S(=O)(=O)c1cccc(C(F)(F)F)c1)CC(C(=O)O)O2 (stereo unspecified) | 9% | -1% | 16% | -2 | -18 | -7% | 3%
CSc1ccccc1NC(=O)CN(c1ccccc1Br)S(C)(=O)=O | -2% | 2% | -11% | -2 | -7 | 0% | 0%
COc1ccc(NC(=S)N/N=C/c2cccn2Cc2ccc(F)cc2Cl)cc1 | ? | 0% | ? | 9 | 33 | 2% | 3.7µM*
CC(=O)c1cccc(NC(=O)C(C)OC(=O)c2cccc(S(=O)(=O)N3CCN(C)CC3)c2)c1 (stereo unspecified) | 22% | 5% | ? | · | · | · | ?
CCC1Oc2ccc(C)cc2N(CC(=O)N(Cc2ccncc2)Cc2ccco2)C1=O (stereo unspecified) | -5% | -3% | 5% | -4 | -8 | 4% | 12µM*
NNC(=O)C(Cc1ccc(O)cc1)N1Cc2ccccc2C1=O (stereo unspecified) | 7% | 2% | 27% | -5 | -1 | -3% | -10%
COc1ccc(-c2cc(C(=O)Nc3c(C)n(C)n(-c4ccccc4)c3=O)c3ccccc3n2)cc1 | -13% | -4% | -11% | -3 | 4 | -4% | ?
